esBAF inh = blocks esBAF chromatin remodeling in mouse ES cells. Bmi1-luciferase knock-in reporter, 24 h; 100% = twice the neutral-well signal. reporter increase, % at 12.5 µM. 350,000 tested, 2% active; in the data active = activation above about 40%;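 also: 0% = median of the plate's neutral control wells and 100% = double that signal; a rise in the Bmi1 reporter signal indicates esBAF inhibition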
CASP6 VEID inh = inhibitors of human caspase-6; AID 686996; 350,000 tested, 0.53% active; inhibition, % at 12.5 µM; P55212; purified caspase-6, Z-VEID-R110 cleavage fluorescence;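 active = mean inhibition across replicates at least about 35%, with every replicate also reaching that limit, limit read from the data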;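 also: 0% = median of neutral control wells and 100% = no fluorescence left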
Target sequence (P55212 24-179 limits assumed): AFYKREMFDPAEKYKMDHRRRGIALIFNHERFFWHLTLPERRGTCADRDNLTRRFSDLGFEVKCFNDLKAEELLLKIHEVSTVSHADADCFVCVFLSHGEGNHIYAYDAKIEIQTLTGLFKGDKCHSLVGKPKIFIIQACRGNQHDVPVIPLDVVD
Target sequence (P55212 194-293 limits assumed): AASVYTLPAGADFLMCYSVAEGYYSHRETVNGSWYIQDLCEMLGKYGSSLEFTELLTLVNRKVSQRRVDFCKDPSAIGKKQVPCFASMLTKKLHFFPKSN
PglD inh = PglD (C. jejuni) enzyme inhibition; purified PglD enzyme, DTNB colorimetric CoA detection; inhibition, % at 12.5 µM; 360,000 tested, 0.098% active; AID 602405; in the data active = inhibition above about 16%, passing the limit was not always enough; also: strong numbers were not always called active
ERp5 block = ERp5 (human) disulfide isomerase inhibition | Q15084 | ERp5 insulin aggregation, absorbance 650 nm, 90 min | inhibition, % at 9.99 µM | 350,000 tested, 0.05% active;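 active = mean replicate inhibition above about 25%, with every replicate also reaching it, limit read from the data, passing the limit was not always enough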
RAD52 anneal inh = inhibitors of human RAD52 DNA annealing; P43351; recombinant RAD52 DNA annealing, FRET fluorescence; inhibition, % at 18.7 µM; 360,000 tested, 0.46% active; AID 651710;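 active = every replicate showing at least 50% inhibition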
Target sequence (P43351 whole entry, looked up): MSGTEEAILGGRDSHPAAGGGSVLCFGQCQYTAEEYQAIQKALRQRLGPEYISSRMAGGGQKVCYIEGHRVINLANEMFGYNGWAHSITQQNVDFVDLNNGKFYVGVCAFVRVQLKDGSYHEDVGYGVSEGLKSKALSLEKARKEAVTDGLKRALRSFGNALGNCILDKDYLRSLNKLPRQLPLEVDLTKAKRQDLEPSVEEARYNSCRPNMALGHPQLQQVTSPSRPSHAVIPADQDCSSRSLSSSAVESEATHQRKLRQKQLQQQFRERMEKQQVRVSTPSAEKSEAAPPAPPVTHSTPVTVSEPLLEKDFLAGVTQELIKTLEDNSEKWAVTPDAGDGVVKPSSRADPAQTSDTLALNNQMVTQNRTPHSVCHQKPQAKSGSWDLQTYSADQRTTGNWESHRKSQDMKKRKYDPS
E-selectin induc = E-selectin induction on HUVECs. HUVEC E-selectin immunofluorescence imaging; normalized: neutral wells 0, TNF-alpha wells 100. AID 686992. activation, % at 7.58 µM. 260,000 tested, 0.37% active. P16581;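 active = mean E-selectin-positive cell signal at least 10% of the positive control, reached in at least 60% of replicates, without over 20% cell loss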;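 also: in these data hits start at about 27%; measured in HUVEC primary endothelial cells; signal is the percent of cells scored E-selectin positive by PE staining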
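Read-out: % PE-positive cells | Test system: HUVEC | Doses: One compound dose added by pin transfer | Buffer or medium: EGM-2 over gelatin coat | Signal: Immunofluorescence imaging | Benchmarks: TNF-alpha, DMSO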
RAD54 branch = inhibitors of human RAD54 branch migration | 360,000 tested, 0.14% active | AID 602329 | RAD54 Holliday junction branch migration, FAM/BHQ fluorescence | Q92698 | inhibition, % at 10.4 µM;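 active = mean normalized replicate activity at least 40 and at least half of replicates scoring 40 or more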;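 also: 0% = median of neutral control wells and 100% = median of positive control wells; inhibitors cause a drop in the FAM fluorescence signal; in these data hits start at about 50%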
ARNT-TACC3 inh = disruptors of human ARNT/TACC3 interaction | Q9Y6A5 | AlphaScreen His-ARNT PAS-B/GST-TACC3 binding, luminescence; TACC3 fragment carries E629A point mutation | inhibition, % at 9.99 µM | 390,000 tested, 0.66% active;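 active = mean inhibition of replicates at least 50% and at least half of replicates each reaching 50%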;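 also: 0% = complete ARNT plus TACC3 wells and 100% = ARNT alone without TACC3; many hits fall short of the cut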
* = called active by the depositor; . = no result given; & = joins results of further samples.

The opening two entries (preview)
Molecule,esBAF inh,CASP6 VEID inh,PglD inh,ERp5 block,RAD52 anneal inh,E-selectin induc,RAD54 branch,ARNT-TACC3 inh
C[C@@H]1CN([C@H](C)CO)C(=O)Cc2cc(NC(=O)CCN3CCOCC3)ccc2O[C@H]1CN(C)S(=O)(=O)c1ccc(F)cc1,-3,-1,0,-2,1,0.2,-6,-6
CCOC(=O)N1CCN(C(=O)c2ccc3c(=O)n(Cc4ccc(OC)cc4)c(=S)[nH]c3c2)CC1,-4,.,-2,.,.,.,-6,2

Main list, previewed entries included:
Molecule,esBAF inh,CASP6 VEID inh,PglD inh,ERp5 block,RAD52 anneal inh,E-selectin induc,RAD54 branch,ARNT-TACC3 inh
C[C@@H]1CN([C@H](C)CO)C(=O)Cc2cc(NC(=O)CCN3CCOCC3)ccc2O[C@H]1CN(C)S(=O)(=O)c1ccc(F)cc1,-3,-1,0,-2,1,0.2,-6,-6
CCOC(=O)N1CCN(C(=O)c2ccc3c(=O)n(Cc4ccc(OC)cc4)c(=S)[nH]c3c2)CC1,-4,.,-2,.,.,.,-6,2
Cc1ccccc1NC(=O)N(CCc1nc2ccccc2[nH]1)Cc1ccccc1,4,.,11,.,.,.,0,1
C[C@@H]1CN([C@H](C)CO)C(=O)c2c(c3ccccc3n2C)-c2ccccc2CO[C@H]1CN(C)C(=O)Nc1ccccc1C(F)(F)F,.,-1,.,21,14,-0.3,.,.
Cc1cc2cccc(C)c2nc1SCC(=O)N(C)c1nc(-c2ccccc2)cs1,-3,.,-2,.,.,.,-8,-5
COC(=O)C1NN=C(C(=O)c2ccccc2)C1c1ccccc1 (centres undefined),-4,.,2,.,.,.,5,-3
Cc1ccc(C)c(-c2nnc(NC(=O)Cc3ccccc3)o2)c1,-9,1,-3,0,-8,.,4,6
Cc1cc(C(=O)N2CCC(Cc3ccccc3)CC2)c(C)o1,0,2,11,-1,-5,-0.3,-4,0
CCN(CC)C(=O)CSc1nnc(-n2nc(C)cc2C)c2ccccc12,-1,.,4,.,.,.,-10,10
COc1cc(Oc2nc(C(F)(F)F)nc3ccccc23)ccc1C=O,-2,2,.,1,-5,.,.,3

(continued)
Molecule,esBAF inh,CASP6 VEID inh,PglD inh,ERp5 block,RAD52 anneal inh,E-selectin induc,RAD54 branch,ARNT-TACC3 inh
COc1ccc(CCNC(=O)C2CCCN(C(=O)N(C)C)C2)c(OC)c1 (centres undefined),-8,1,3,4,-14,.,-6,1
O=C(NCCC1=CCCCC1)C1CC(=O)N(C2CCCCC2)C1 (centres undefined),0,.,5,.,.,.,5,6
CCOC(=O)Cn1nc(C)c(NC(=O)c2ccc([N+](=O)[O-])c(C)c2)c1C,.,-8,.,-2,-15,2.6,.,-2
CO[C@H]1CC[C@@H]2CCN(C)C(=O)[C@@H](C)[C@@H](OC)CN(C)C(=O)c3cccc(C#N)c3OC[C@@H]1O2,0,-2,2,-2,-2,-0.1,9,-2
CN(Cc1ccccc1)C(=O)c1[nH]cnc1C(=O)Nc1ccc(Cl)cc1,40,0,2,4,-14,-0.2,-3,5
COC(=O)c1cc2c(s1)CS(=O)C2 (centres undefined),-9,.,-2,.,.,.,-9,8
Cc1ccc(NC(=O)c2ccccc2NC(=O)c2cccnc2)cc1,-5,1,-15,4,-9,.,-11,-10
CCCNC(=O)C[C@H]1CC[C@H]2[C@@H](COC[C@@H](O)CN2S(=O)(=O)c2ccccc2F)O1,0,-1,-1,-11,21,0.1,0,11
COc1cc(NC(=O)CCC(=O)N2CCN(S(=O)(=O)c3ccc(C)cc3)CC2)cc(OC)c1,-7,0,3,5,-24,-0.2,1,.
O=C(Nc1ccccc1F)N1C[C@@H]2[C@H](c3ccccc31)[C@@H](CO)N2C(=O)c1ccccn1,1,2,7,0,7,0.5,2,2

More results:
Molecule,esBAF inh,CASP6 VEID inh,PglD inh,ERp5 block,RAD52 anneal inh,E-selectin induc,RAD54 branch,ARNT-TACC3 inh
CCS(=O)(=O)c1ccc(O)c(NC(=O)c2cc(-c3ccccn3)nc3ccccc23)c1,-4,12,6,-5,-5,.,13,6
O=C(c1cc(F)c(F)cc1Cl)N1CCCc2ccccc21,4,0,4,5,-1,.,6,-14
O=C(C[C@@H]1C=C[C@@H](NS(=O)(=O)c2ccc(F)cc2)[C@@H](CO)O1)NCCc1ccncc1,2,0,4,0,0,0.0,5,-13
Cc1cc(S(=O)(=O)Nc2nc(CN3CCOCC3)nc3sc4c(c23)CCCC4)ccc1F,-4,.,-1,.,.,.,-2,-8
C[C@H]1CN([C@@H](C)CO)C(=O)CCCn2nncc2CO[C@@H]1CN(C)Cc1ccc(Oc2ccccc2)cc1,-3&-3,-8&-1,-3&2,6&2,-17&-1,0.0&-0.1,-6&2,-8
O=C(Nc1cccc2ncccc12)c1ccccc1F,-3,0,-3,-2,-12,.,-1,12
Cc1ccc(CN2CC(C(=O)Nc3ccc4c(C)cc(=O)oc4c3)CC2=O)cc1 (centres undefined),1,.,1,.,.,.,-31,11
COc1ccc(NC(=O)CCS(=O)(=O)c2ccc3c(c2)CCCN3C(C)=O)cc1Cl,1,.,2,.,.,.,2,19
Cc1ccc(N(Cc2ccc(C(=O)Nc3ccccc3C(=O)NCc3ccco3)cc2)S(C)(=O)=O)cc1C,3,0,5,7,-10,.,2,-5
Cc1nnc(SCc2cc(=O)[nH]c(/N=C(\N)Nc3ccccc3)n2)s1,.,0,2,-4,-3,1.5,-3,2

(continued)
Molecule,esBAF inh,CASP6 VEID inh,PglD inh,ERp5 block,RAD52 anneal inh,E-selectin induc,RAD54 branch,ARNT-TACC3 inh
O=C(Nc1ccc(F)cc1)NC1CCN(Cc2c(F)cccc2Cl)CC1,-4,-1,-6,-1,-9,0.1,-9,1
COc1cccc(/C=N/NC(=O)CCc2ccccc2)c1,8,1,-3,-6,-5,.,9,-1
COc1ccccc1C(=O)Nc1ccc2c(c1)OC[C@@H](C)N(C(C)=O)C[C@@H](C)[C@H](OC)CN(C)C2=O,-2,.,-3,1,-7,0.4,0,3
O=C(CSc1nc2[nH]ncc2c(=O)n1-c1ccccc1)NCc1cccs1,.,1,.,-5,-9,.,.,-9
CCOc1cc(N2CCOCC2)c(OCC)cc1NC(=O)C1CC(=O)N(c2ccc(C)cc2)C1 (centres undefined),-10,1,-3,-9,-2,-0.1,5,-1
Cc1ccc(-n2nnnc2SCC(=O)Nc2ccccc2-c2ccccc2)cc1C,.,-2,.,5,-17,6.4,.,.
c1cn2c(Nc3ccc4c(c3)OCCO4)c(-c3ccc(N4CCOCC4)cc3)nc2cn1,.,.,.,-10,-14,-0.1,.,-13
CCc1cc(C(=O)N2CCN(c3ncc(C(F)(F)F)cc3Cl)CC2)sc1C,0,2,-7,0,-12,-0.3,-3,-7
O=C(O)C1CCCN1c1nc(C(F)(F)F)nc2ccccc12 (centres undefined),.,-4,.,-8,-14,.,.,-3
CNC(=S)N/N=C/c1ccc(-c2cccc(C(=O)O)c2)o1,.,11,.,-4,-24,2.2,.,7

(listing goes on)
Molecule,esBAF inh,CASP6 VEID inh,PglD inh,ERp5 block,RAD52 anneal inh,E-selectin induc,RAD54 branch,ARNT-TACC3 inh
CCCNC(=O)N(C)C[C@H]1Oc2cc(-c3cncnc3)ccc2S(=O)(=O)N([C@H](C)CO)C[C@@H]1C,-7,-1,-3,2,-7,0.2,7,-6
O=C(O)C1C2C=CC(C2)C1C(=O)NCc1ccccc1 (centres undefined),3,0,-1,6,-14,0.1,4,0
Oc1ccc(-c2n[nH]c(=S)n2Cc2ccco2)cc1,-2,.,4,.,.,.,5,-17
C[C@@H]1CN([C@@H](C)CO)C(=O)c2cc(C#Cc3ccccc3)cnc2O[C@@H]1CN(C)C(=O)c1ccccc1,-1,-2,1,1,12,-0.1,-11,6
N#Cc1cccc(-c2ccc([C@@H]3[C@@H](CO)N4CCCCN(C(=O)Nc5cccc(F)c5)C[C@@H]34)cc2)c1,2,-1,1,-3,-29,-0.6,8,-8
COC(=O)c1ccc(-n2nnnc2SCc2ccccc2OC)cc1,2,.,1,.,.,.,-7,-4
Cc1ccc2cc3cc(C(=O)N4CCCCC4C)oc3nc2c1 (centres undefined),50*,.,-2,.,.,.,7,-6
CC(C)n1c(=O)[nH]c2cc(C(=O)Nc3ccccc3)ccc21,47*,-1,4,-4,-4,-0.1,3,-25
O=C(O)c1ccccc1Sc1ncnc2sc3c(c12)CCC3,.,-1,7,-1,-17,-0.1,-3,-1
CCN(CC)CCN(Cc1cc2cc3c(cc2[nH]c1=O)OCCO3)C(=S)NCCCOC,-5,-2,-2,5,-2,.,8,12

The results go on:
Molecule,esBAF inh,CASP6 VEID inh,PglD inh,ERp5 block,RAD52 anneal inh,E-selectin induc,RAD54 branch,ARNT-TACC3 inh
CN1C(=O)c2cccc(NCCCN3C(=O)c4ccccc4C3=O)c2C1=O,-2,0,1,-6,-142,.,-18,-17
Cc1cc(NC(=O)C2C3C(=O)N(c4cccnc4)C(C(=O)NC(C)(C)C)C34C=CC2(C)O4)no1 (centres undefined),4,.,.,-1,-10,0.0,-8,4
Cc1cc(C)c(C#N)c(SCSCc2ccccc2)n1,-4,.,-5,.,.,.,-2,-6
C[C@@H]1CN([C@H](C)CO)C(=O)c2c(c3ccccc3n2C)-c2ccccc2CO[C@@H]1CN(C)Cc1ccc(O)cc1,10,1,-1,-6,-17,0.1,-2,.
CCOC(=O)C1(Cc2ccccc2)CCN(Cc2ccc3cc(NC(C)=O)ccc3n2)CC1,-7,2,2,-1,-56,-1.7,-3,3
CC(C)NC(=O)N(C)C[C@@H]1Oc2ccc(NC(=O)Cc3cn(C)c4ccccc34)cc2CC(=O)N([C@@H](C)CO)C[C@@H]1C,1,-8,-5,-2,-12,4.6,-6,5
Cc1cccc(CCNC(=O)c2cccc(N3CCCC3=O)c2)c1,15,-2,4,-10,-5,.,-9,0
CCOC(=O)C(C)N1CC(=O)N(c2ccccc2)C1=O (centres undefined),-3,0,1,-2,-30,.,-7,-5
COCC(=O)N1C[C@@H](C)[C@H](OC)CN(C)C(=O)c2ccc(NC(=O)c3ccccc3)cc2OC[C@H]1C,-7,0,0,2,6,-0.1,2,-2
CCc1ccc(C(=O)NNC(=O)Cn2c(=O)cnc3ccccc32)cc1,-6,0,4,-1,1,4.7,-3,-5

(continued)
Molecule,esBAF inh,CASP6 VEID inh,PglD inh,ERp5 block,RAD52 anneal inh,E-selectin induc,RAD54 branch,ARNT-TACC3 inh
O=C(NCCN1C(=O)C2C3C=CC(C3)C2C1=O)NCc1ccccc1 (centres undefined),5,0,-4,0,-10,-0.3,-4,-14
O=C(CCl)NCCCN(C(=O)C(Cl)Cl)c1ccc([N+](=O)[O-])cc1,.,4,2,4,-11,-0.3,-2,-1
CC(C)C(=O)NCCCc1ccccc1,-4,.,-7,.,.,.,-5,-4
O=C(NCCN1CCN(c2ccccc2)CC1)c1ccc(NC(=O)C2CCCO2)cc1 (centres undefined),10,.,3,.,.,.,3,1
Cc1ccc(S(=O)(=O)Nc2ccc3c(c2)C(=O)N([C@@H](C)CO)C[C@@H](C)[C@H](CN(C)S(C)(=O)=O)O3)cc1,3,4,0,-7,-16,0.1,5,-7
O=C(CCC1CCCN(C2C3CC4CC(C3)CC2C4)C1)NCc1ccc(F)c(F)c1 (centres undefined),.,1,.,5,-15,.,.,-13
CN1C(=O)NC(c2ccccc2[N+](=O)[O-])C2=C1CC(C)(C)CC2=O (centres undefined),-6,16,.,2,-6,.,.,9

Screens (PubChem)

Outcome played no part in choosing rows; any-hit rate near 3.2%.
